Assay outcomes as filed in PubChem BioAssay.
SK-BR-3 tox 24h = SK-BR-3 proliferation inhibitors, primary screen, cell-based, human, 24 h. AID 847, 2007. SK-BR-3 viability, CellTiter-Glo ATP luminescence; hits give low values. viability, % at 10 µM. actives 0.47% (n = 41,000);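 active means viability at or below the median of all test compounds minus 3 SD, in both replicates if run twice, cut at about 45% in these data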;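 further: 100% = median untreated cell wells and 0% = median positive control drug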
Active calls of the source: *. This is a subset (hit frequency here may not be typical).

compound	SK-BR-3 tox 24h
COc1ccc(S(=O)(=O)N2CCCC2)c(C)c1C	88
COCCNC(=O)c1cc(-c2cccc(OC)c2)on1	82
CC1=CC(C)(C)N(C(=O)c2ccc(F)cc2)c2cc3c(cc21)OCO3	95
CCn1c(SCC(=O)Nc2nccs2)nnc1-c1cc2cccc(OC)c2o1	102
Cn1cc(C(=O)N2CCN(c3ccccn3)CC2)c(=O)c2cc(S(=O)(=O)N3CCOCC3)ccc21	87
CN(C(=O)c1cc2n(n1)C(C(F)(F)F)CC(c1ccco1)N2)c1ccccc1 (configuration not stated)	84
C=CCn1cnc2c(c1=O)c1nc3ccccc3nc1n2-c1ccc(Cl)cc1	82
CC(C)c1nnc(NC(=O)CC(=O)Nc2ccccc2C(=O)O)s1	116
CC1CCCN(C(=O)CN2C(=O)c3ccccc3C2=O)C1 (configuration not stated)	108
Cc1cc(NC(=O)CCC(=O)N(c2ccc(F)cc2)C(C(=O)NC2CCCC2)c2ccncc2)no1 (configuration not stated)	96
O=c1c2ccccc2nc2n1CCCCN2	81
CCOC(=O)CSc1nnc(CSc2nc(N)c3c(C)c(C)sc3n2)n1-c1ccccc1	82
CCCOCC1CC2(SC(=Nc3ccc(C)cc3)NC2=O)C(=O)O1 (configuration not stated)	95
N#CC1=C(SCc2ccccc2)NC(=O)CC1c1ccc(O)cc1 (configuration not stated)	113
CCOc1ccccc1C(=O)N(CCC(=O)OC)c1ccccn1	96
COC(=O)c1cc(Br)c(=O)n(-c2ccccn2)c1	98
COc1ccccc1C(=O)Nc1ccc2c(c1)nc(CCNC(C)=O)n2C	89
O=S(=O)(c1cccc(S(=O)(=O)N2CCC(n3nnc4ccccc43)CC2)c1)N1CCCCC1	96
CCNS(=O)(=O)c1ccc(NC(=O)c2cccnc2)cc1	66
CN1C(=O)CC(N2CCN(CCN=CC3=C(O)CC(C)(C)CC3=O)CC2)C1=O (configuration not stated)	96
COCCCNC(=O)c1cc(C)nc2ccc(F)cc12	96
CCOCC(=O)Nc1cccc(Br)c1	86
CCCCS(=O)(=O)Nc1ccc(Cc2ccncc2)cc1	93
NC(CO)C(=O)NNCc1ccc(O)c(O)c1O (configuration not stated)	88

An excerpt of these results, field by field:
CCOc1ccccc1C(=O)N(CCC(=O)OC)c1ccccn1
  SK-BR-3 tox 24h = 96
COC(=O)c1cc(Br)c(=O)n(-c2ccccn2)c1
  SK-BR-3 tox 24h = 98

(next part)
compound	SK-BR-3 tox 24h
N#C/C(=C\c1c(N2CCOCC2)nc2ccccn2c1=O)S(=O)(=O)c1ccccc1	92
O=C(Nc1cccc2ncccc12)c1cc2ccccc2o1	94
CN(C)c1oc(-c2ccccc2Cl)nc1C#N	86
CCOC(=O)C1CCCN(S(=O)(=O)c2cccc3cccnc23)C1 (configuration not stated)	80
COc1cc(C(=O)N(Cc2ccccn2)CC2CCCO2)cc(OC)c1OC (configuration not stated)	115
CCOc1ccccc1C(=O)NCC(=O)OCC(=O)c1ccc2c(c1)OCCO2	93
COc1ccc(CC(NC(C)=O)C(=O)NC2CCN(C(=O)NCc3ccccc3)CC2)cc1OC (configuration not stated)	103
COc1ccc(NC(=O)C(c2ccc(OC)cc2)N(C)C(=O)c2cnccn2)cc1 (configuration not stated)	103
O=C(Nc1c(C(=O)N2CCCC2)cnn1-c1ccccc1)c1cccc(F)c1	86
O=C(c1cccs1)N(CCO)Cc1cc2cc3c(cc2[nH]c1=O)OCCO3	68
Nc1nnc(SCC(=O)N2CCN(c3ccccc3)CC2)s1	99
C=C(C)c1ccc(C(C)(C)NC(=O)N2CCN(C)CC2)cc1	124
O=C(NCc1ccccn1)c1cn(Cc2ccccc2)nn1	89
Cc1ccc2cc3c(NC(=O)c4cccnc4)nn(C)c3nc2c1	110
Cc1[nH]c2ccccc2c1NC(=O)CN1CCN(Cc2ccc3c(c2)OCO3)CC1	110
CCc1ccc(OC)c(S(=O)(=O)NCCOc2ccccc2)c1	77
Cc1ccccc1N1C(=O)C(Cl)=C(N2CCN(c3ccccc3)CC2)C1=O	89
CC(C(=O)N(C)C)N(C#N)c1nc(N(C)C)nc(N(C)C)n1 (configuration not stated)	96
N#Cc1nc(-c2ccc(Cl)cc2)oc1NCCc1ccccn1	101
Cc1cc(C)c2[nH]c(=O)c(C(c3nnnn3Cc3ccc4c(c3)OCO4)N3CCC(C)CC3)cc2c1 (configuration not stated)	92
CCOc1ccccc1Oc1coc2cc(O)ccc2c1=O	56
COc1ccc2nc(NC(=O)C3CCCN(S(=O)(=O)c4cccs4)C3)sc2c1 (configuration not stated)	87
CC[C@H]1OC(=O)C[C@@H](O)[C@H](C)[C@@H](O[C@@H]2O[C@H](C)C[C@H](N(C)C)[C@H]2O)[C@@H](CC=O)C[C@@H](C)C(=O)C=C[C@]2(C)O[C@H]2[C@@H]1C	93
O=C(CCc1ccccc1)Nc1ccc(NC(=O)C2CC2)nc1	87
Cn1c(=O)c2c(n(C)c1=O)=NC1(CCCCC1)N=2	93
Cc1ccc(N=C2NC(=O)CS2)c(C)c1	87
CNS(=O)(=O)c1cccc(C(=O)NCC(c2cccs2)N(C)C)c1 (configuration not stated)	101
CCOC(=O)Nc1ccc2c(C)cc(=O)oc2c1	101
C=CCn1c(CNC(=O)CCC)nc2ccccc21	99
CCCCn1nnnc1NCc1ccc(OC)c(OC)c1OC	80
COc1ccc(-c2nnc(-c3ccc(N)cc3)o2)cc1	85
O=C(CSc1nnc(-c2cccnc2)n1Cc1ccco1)c1ccc2ccccc2c1	73
COc1ccc(Cc2nnc(SC)[nH]c2=O)cc1OC	97
CC(=O)c1ccc(N2C(=O)NC3(CCCCC3)C2=O)cc1	96
Nc1nnc(COc2cccc(C(F)(F)F)c2)s1	107
COc1ccc(OC)c(S(=O)(=O)Nc2ccc3oc4c(c3c2)C(=O)CCC4)c1	78
COC(=O)CCC(=O)c1oc2ccc(Cl)cc2c1NC(=O)CCCN1C(=O)c2ccccc2C1=O	111
Cc1nnc(NC(=O)c2ccc(C)c(S(=O)(=O)N3CCCCCC3)c2)s1	87
CCOC(=O)CNC(=O)CSc1ncnc2c1cnn2-c1ccc(Cl)cc1	79
COc1ccc2cc(C(=O)N3CCOCC3)sc(=O)c2c1OC	87
COC(=O)c1[nH]c2cc(OC)ccc2c1NC(=O)CCN1CCN(Cc2ccc3c(c2)OCO3)CC1	86
CC1NC(=O)N(C)C2NC(=O)N(C)C(c3ccccc3)C12 (configuration not stated)	106
Cc1cccc(NC(=O)c2ccc(NS(=O)(=O)c3c(C)noc3C)cc2)c1	86
Cn1c(=O)c(-c2ccccc2)nn2c3ccccc3nc12	110
CCn1c(SCC(=O)OCc2ccccc2)nc2c1c(=O)n(C)c(=O)n2C	72
O=C(NO)c1ccccc1O	83
COc1ccccc1CNC(=O)CCS(=O)(=O)c1cccs1	88
O=C(c1ccc(S(=O)(=O)N2CCOCC2)cc1)N1CCN=C1SCc1cccnc1	75
Cc1c(O)c(CN2CCCC2)cc2c1oc(=O)c1ccccc12	111
Cc1ccc(C(=O)N2CCN(c3ccc(NC(=O)c4cccnc4)cc3)CC2)cc1	68
Cc1cc(O)c2c(-c3ccccc3)cc(=O)oc2c1	104
O=C(CN1CCC(NC(=O)c2ccc(F)cc2)CC1)NCc1ccccc1F	83
Cc1cc(NCCCN)nc(-c2ccccc2O)n1	78
CC(C)(C)OC(=O)N1Cc2ccccc2C[C@H]1C(=O)O	84
COc1cccc(C(=O)Nc2c3c(nn2-c2ccccc2C)CS(=O)C3)c1OC (configuration not stated)	63
COC(=O)CC1C(=O)NCCN1C(=O)NC1CCCCC1 (configuration not stated)	92
O=C(Nc1nccs1)c1cc(S(=O)(=O)N2CCOCC2)ccc1Cl	118
Cc1ccc(-c2noc(CCC(N)=O)n2)cc1	94
COC(=O)COc1ccc(S(=O)(=O)N2CCN(c3ccccc3F)CC2)cc1C	114
Cc1ccccc1NC(=O)c1cnn(-c2ccccc2)c1NC(=O)c1ccco1	117

The list goes on.
compound	SK-BR-3 tox 24h
Cc1cc(C)nc(SCC(=O)Nc2ncc3c(n2)CCCC3=O)n1	102
C=CCOc1ccc(/C(CC)=N/O)c(OC)c1	88
O=C(Nc1cccc(Cl)c1)OCc1ccccn1	97
CCOC(=O)CSc1nnc([C@@H](NC(=O)OC(C)(C)C)C(C)C)o1	99
S=c1[nH]nc(-c2ccco2)n1C1CCCCC1	87
Clc1ccc2[nH]c3c(NCCCN4CCOCC4)ncnc3c2c1	76
COC(=O)C1=C(N)Oc2cc(C)n(Cc3ccncc3)c(=O)c2C1c1cccnc1 (configuration not stated)	111
c1ccc(CSc2ncccn2)cc1	87
Nc1cc(Cl)ccc1Oc1ccccc1	99
OC1CN=C2Sc3ccccc3N2C1 (configuration not stated)	110
CCc1ccc(NC(=O)c2cccnc2)cc1	95
O=S(=O)(/N=C/N1CCOCC1)c1ccc(Cl)cc1	98
CC1=CC(c2ccccc2)n2nc(N3C(=O)C4CC=CCC4C3=O)nc2N1 (configuration not stated)	90
O=C(C1CCCO1)N1CCC(O)(c2ccccc2)CC1 (configuration not stated)	105
Cc1ccc(-c2cc(C(F)F)nc(NCc3cccnc3)n2)cc1	87
Nn1c(SC/C=C/c2ccccc2)nnc1-c1cccnc1	93
O=S1(=O)N=C(Nc2ccc(O)c(CN3CCCCC3)c2)c2ccccc21	113
COc1ccc(-c2noc(CSc3nc(N)c(-c4ccccc4)c(=O)[nH]3)n2)cc1OC	91
CC(C)Oc1ccc(NC(N)=O)cc1	108
CC1(C)NC(=O)N(CC(O)CN2CCCCC2)C1=O (configuration not stated)	102
CC(=O)c1cc(-c2ccccc2)n(CC(=O)N2CCC(N3CCCCC3)CC2)c1C	85
Cc1cccc(-n2c(N)cc(=O)[nH]c2=S)c1C	102
O=C(CSc1nc(-c2ccccc2)cc(=O)[nH]1)N1CCOCC1	81
Cn1c(SCC(=O)N2CCCCC2)nnc1-c1ccc(S(=O)(=O)N2CCOCC2)cc1	82
CNc1nc(OC)nc(N2CCOCC2)n1	100
CCn1nccc1C(=O)Nc1cc(Cl)ccc1Cl	94
COC(=O)Nc1c(C(=O)OC)cc(OC)c(OC)c1OC	86
COC(=O)CSc1nc(NC(C)C)nc(N2CCOCC2)n1	88
O=C1c2ccccc2N2C(=O)c3ccccc3C2N1Cc1ccco1 (configuration not stated)	81
O=P(O)(O)CCP(=O)(c1ccccc1)c1ccccc1	82

Compounds from the list above that contain an aryl thioether with sulfur outside any ring, in the order listed:
compound	SK-BR-3 tox 24h
CCn1c(SCC(=O)Nc2nccs2)nnc1-c1cc2cccc(OC)c2o1	102
CCOC(=O)CSc1nnc(CSc2nc(N)c3c(C)c(C)sc3n2)n1-c1ccccc1	82
Nc1nnc(SCC(=O)N2CCN(c3ccccc3)CC2)s1	99
O=C(CSc1nnc(-c2cccnc2)n1Cc1ccco1)c1ccc2ccccc2c1	73
COc1ccc(Cc2nnc(SC)[nH]c2=O)cc1OC	97
CCOC(=O)CNC(=O)CSc1ncnc2c1cnn2-c1ccc(Cl)cc1	79
CCn1c(SCC(=O)OCc2ccccc2)nc2c1c(=O)n(C)c(=O)n2C	72
Cc1cc(C)nc(SCC(=O)Nc2ncc3c(n2)CCCC3=O)n1	102
CCOC(=O)CSc1nnc([C@@H](NC(=O)OC(C)(C)C)C(C)C)o1	99
c1ccc(CSc2ncccn2)cc1	87
Nn1c(SC/C=C/c2ccccc2)nnc1-c1cccnc1	93
COc1ccc(-c2noc(CSc3nc(N)c(-c4ccccc4)c(=O)[nH]3)n2)cc1OC	91
O=C(CSc1nc(-c2ccccc2)cc(=O)[nH]1)N1CCOCC1	81
Cn1c(SCC(=O)N2CCCCC2)nnc1-c1ccc(S(=O)(=O)N2CCOCC2)cc1	82
COC(=O)CSc1nc(NC(C)C)nc(N2CCOCC2)n1	88
